aSyn 5UTR inh: MLPCN primary screen, SNCA 5' untranslated region; alpha-synuclein 5'UTR reporter, inhibitor activity; inhibition, % (tested at 7.5 µM); hit rate 0.82% among 300,000; in the data active means inhibition above about 60%; inconclusive means no clear call, values can overlap the other calls;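 further: H4 neuroglioblastoma cells stably carrying SNCA 5'UTR luciferase fusion; 0% = DMSO wells and 100% = positive control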
Platelet DG rel: modulates dense granule release in human platelets; inhibition, %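 (compounds screened at 7.5 µM in platelet-rich plasma)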; human platelet-rich plasma, SFLLRN dense granule ATP release, luminescence; hit rate 0.22% among 300,000;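 active means mean replicate score, as percent of positive control, at or above 50; inconclusive means mean below 50 but at least one replicate at or above 50; inactive means mean and every replicate below 50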
HIF activator: HIF pathway transcriptional activation | U2OS HRE-luciferase reporter, luminescence; normalized: DMSO 0%, desferrioxamine 100% | activation, % at 7.5 µM (by protocol) | hit rate 0.32% among 300,000 | AID 1910;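 active means mean activation of at least 10% of the iron chelator positive control signal, with at least half of replicates also reaching 10%; inconclusive means mean and replicate majority disagree about reaching 10%; inactive means mean and most replicates under 10%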
AI-2 QS modul: modulates the Vibrio harveyi AI-2 quorum sensing system | Vibrio harveyi JMH597 AI-2 luminescence/OD600 ratio, 9 h; stronger effect = lower value; strain lacks LuxN and CqsS sensors; 0 = neutral-control median | activity change, % at 7.5 µM | hit rate 0.4% among 300,000 | AID 2094; in the data active means activity change below about -75%, passing the limit was not always enough; inconclusive means no clear call, values can overlap the other calls;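 further: luminescence divided by OD600 gain over 9 h not by final OD600 alone; inactives centre near 13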
HSF-1 act: increases HSF-1 driven luciferase reporter signal | NIH3T3-HGL HSF-1 luciferase reporter, MG132, 8 h; 100% = twice DMSO control signal | activation, % at 9 µM | hit rate 1.7% among 300,000 | AID 504408;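 active means mean replicate activation of at least 50% with a set share of replicates each reaching 50%; inconclusive means only one of those two conditions met; inactive means mean below 50% and too few replicates reaching it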;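 further: 0% = median of the neutral control wells and 100% = twice that signal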
HSF1 inhib: HSF1 inhibition; NIH3T3-HGL HSE-luciferase, MG132-induced, luminescence 8 h; stronger effect = lower value; activity change, negative = inhibition, % at 7.5 µM (by protocol); hit rate 0.77% among 300,000; AID 2098;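 active means more than half of replicate wells show activity change below -50%, luminescence cut by over half; inconclusive means some wells, but at most half, below -50%; inactive means no replicate well below -50%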;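 further: luciferase reports HSF-1 transcriptional activity via heat shock element; 0% = median of DMSO wells and -100% = zero luminescence signal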
HSP90 inh: HSP90 refolding inhibition in rabbit reticulocyte lysate; luciferase refolding luminescence, 3 h; inhibition, % at 5.6 µM; hit rate 0.91% among 290,000; AID 1789;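 active means inhibition above the screen-wide mean plus 3 SD, computed separately per campaign, cut at about 16% in these data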;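 further: 0% = DMSO wells and 100% = 60 µM geldanamycin wells; inhibitors lower the luminescence because luciferase stays unfolded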
IEC-6 tox: kills IEC-6 intestinal cells in KLF5 counter-screen. IEC-6 cytotoxicity, luminescence viability. inhibition, % at 5 µM. hit rate 0.78% among 290,000. AID 1825; in the data active means inhibition above about 22%;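 further: 0% = plate median of test compound wells and 100% = cytotoxic reference compound wells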
KLF5 inhibitor: suppresses KLF5 promoter-driven expression; hit rate 0.23% among 290,000; AID 1700; DLD-1 KLF5 promoter-luciferase reporter, luminescence; inhibition, % at 5 µM;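 active means inhibition above a per-plate limit of that plate's mean compound inhibition plus 3 SD, cut at about 60% in these data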;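 further: 0% = DMSO wells and 100% = LY294002 at 200 µM; higher means less KLF5 promoter-driven luciferase light; inactives centre near -14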
HDAC3 inhib: inhibitors of human histone deacetylase 3 | O15379 | recombinant HDAC3, fluorogenic peptide/trypsin coupled, fluorescence | inhibition, % at 8.3 µM | hit rate 0.15% among 320,000; in the data active means inhibition above about 26%, passing the limit was not always enough; inconclusive means no clear call, values can overlap the other calls
Target sequence (O15379 whole entry, looked up): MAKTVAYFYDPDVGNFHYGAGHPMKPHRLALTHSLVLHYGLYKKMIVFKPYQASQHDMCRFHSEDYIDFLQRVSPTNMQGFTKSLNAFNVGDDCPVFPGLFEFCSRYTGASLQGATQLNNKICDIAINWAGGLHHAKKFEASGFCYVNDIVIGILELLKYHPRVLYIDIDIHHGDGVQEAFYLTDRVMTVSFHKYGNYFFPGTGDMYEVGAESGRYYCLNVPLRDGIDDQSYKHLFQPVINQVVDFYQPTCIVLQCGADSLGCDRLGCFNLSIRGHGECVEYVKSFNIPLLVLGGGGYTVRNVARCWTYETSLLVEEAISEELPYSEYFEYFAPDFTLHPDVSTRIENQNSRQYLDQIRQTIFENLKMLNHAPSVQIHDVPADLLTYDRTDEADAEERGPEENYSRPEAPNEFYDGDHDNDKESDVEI
Starred values were filed as active, the others as inactive; ? = inconclusive; . = not tested or not shown. No enrichment for hits (roughly 5% active in at least one column).

SMILES | aSyn 5UTR inh | Platelet DG rel | HIF activator | AI-2 QS modul | HSF-1 act | HSF1 inhib | HSP90 inh | IEC-6 tox | KLF5 inhibitor | HDAC3 inhib
Cc1ccc(S(=O)(=O)N(C)CC(=O)N2CCN(C(=O)c3ccco3)CC2)cc1 | 3.5 | 0.5 | -0.1 | 21.2 | 3.0 | -5.2 | 3.6 | -6.5 | -33.0 | -2.9
CC(C)Cc1nc2oc3c(N4CCN(C)CC4)ncnc3c2c2c1CCCC2 | 0.9 | 1.7 | -0.2 | 15.4 | -3.0 | -3.6 | -1.5 | 7.1 | -0.9 | .
Cc1cc(C)cc(Nc2ncc3c(n2)CCCC3=O)c1 | 2.1 | 6.3 | -2.2 | 15.1 | 27.2 | 9.5 | 17.4* | 0.2 | -148.3 | -0.1
CC(=O)N1CCC2(CC1)C(C#N)=C(N)OC1=C2C(=O)CC(C)(C)C1 | 7.2 | -13.0 | 0.2 | 13.0 | 5.4 | -5.2 | 0.0 | 2.1 | -21.1 | -2.1
Cc1ccccc1S(=O)(=O)Cc1ccc(C(=O)NCCN(CC(C)C)CC(C)C)o1 | 5.9 | 2.2 | -0.6 | 3.9 | -8.0 | -5.5 | 10.3 | 2.9 | -13.9 | 2.6
CCOc1ccc(C(=O)O/N=C(\N)c2ccccn2)cc1OCC | -102.6 | 17.7 | 2.1 | 8.1 | 25.4 | 40.6 | -1.9 | 5.4 | -113.5 | -4.0
Cc1ccc(S(=O)(=O)N(CC(=O)c2ccccc2)C(=O)N2CCN(C)CC2)cc1 | -2.7 | 2.6 | 1.5 | 30.7 | 6.7 | -3.2 | . | . | . | .
CCn1cc(C(=O)NCCCN2CCCC(C)C2)c(=O)c2cc(S(=O)(=O)N(C)C3CCCCC3)ccc21 (stereo not drawn) | -29.3 | 2.9 | 0.1 | . | -4.1 | 0.8 | -5.0 | 1.4 | 7.2 | -0.2
CCCCOc1ccc(C(=O)N2CCCCCC2)cc1 | -80.5 | 7.9 | 0.5 | -7.6 | 3.6 | 1.7 | -1.9 | 0.8 | -21.2 | 0.1
CCOc1ccc(-n2c(C)c(C(C)=O)c3cc(OC(C)=O)ccc32)cc1 | -13.5 | -41.6 | 1.2 | 4.7 | -58.7 | ? | 7.1 | -3.7 | -6.9 | 5.2
Cc1ccc(-c2csc3nc[nH]c(=O)c23)cc1 | -20.0 | -4.1 | -0.1 | 6.7 | 7.7 | -4.4 | -6.7 | 2.0 | -3.8 | -6.7
Cc1nc2ccccc2nc(=O)c1NNc1ccccc1 | -240.8 | -1.3 | 2.0 | 34.2 | 65.1* | 18.7 | -3.7 | 8.9 | -45.6 | .
CC1(C)CC(=O)C2=C(C1)NCN(Cc1ccccc1)C2 | 11.6 | 0.7 | 0.0 | 11.1 | -4.5 | -5.9 | -0.3 | 2.5 | 2.1 | 9.9
COc1ccc(C(=O)N2CCc3cc(OC)c(OC)cc3C2c2cccc([N+](=O)[O-])c2)cc1OC (stereo not drawn) | 13.4 | 1.9 | -0.1 | 29.5 | -21.4 | -0.3 | 0.1 | 4.5 | 1.7 | 5.7
COc1ccc(-c2csc(NC(=S)NC(=O)/C=C/c3ccco3)n2)cc1OC | 62.9* | 1.3 | -0.2 | 28.6 | 15.5 | -2.1 | 5.5 | 13.6 | -14.0 | -0.2
CC(=O)c1c(C)[nH]c(C(=O)NCCCN2CCCC2)c1C | -12.9 | . | -0.3 | 9.1 | -10.8 | -6.5 | -0.2 | -3.4 | -16.1 | -1.2
O=C(O)Cn1cc(/C=C/[N+](=O)[O-])c2ccccc21 | 9.1 | 0.8 | 0.2 | 20.4 | -17.1 | -2.5 | 1.8 | -2.4 | -8.9 | -2.3
Cc1[nH]c2ccccc2c1/C=C(\C#N)C(=O)NCC1CCCO1 (stereo not drawn) | -27.7 | -0.7 | 2.7 | 28.8 | ? | 8.5 | 2.1 | -8.5 | -11.7 | 0.8
OCCCNC(=S)Nc1ccc(Oc2ccccc2)cc1 | -23.7 | 5.2 | 0.3 | 25.0 | -6.7 | -12.1 | 0.6 | -2.1 | -38.8 | -3.1
COC(=O)c1cccc(N(CC(=O)NC2CCCC2)C(=O)CNC(=O)c2cccs2)c1 | 7.2 | 4.3 | 0.2 | 1.2 | 23.0 | 0.9 | 0.9 | 6.3 | -15.4 | 4.0
COCCNC(=O)c1cn(C(C)c2ccccc2F)nn1 (stereo not drawn) | 3.0 | -2.2 | 0.3 | 5.1 | -9.4 | -0.5 | 0.2 | 1.5 | -19.4 | 2.6
COc1cc(NC(=O)COC(=O)c2cnccn2)c(C)cc1[N+](=O)[O-] | -19.3 | -1.5 | 0.1 | 34.4 | 0.3 | -4.3 | 3.1 | -5.3 | -2.8 | -1.4
COc1ccccc1/C=C/c1ccc2cccc(O)c2n1 | 9.9 | 0.7 | 4.1 | 14.7 | 17.6 | -5.7 | 4.2 | 0.1 | -38.1 | -0.2
COC(=O)c1cnc(SCc2ccc(C)cc2)n1C | -81.4 | 0.1 | 1.4 | 25.1 | 37.9 | 16.3 | -3.6 | -5.0 | -6.2 | -5.5
O=C(N/N=C/c1ccc(Sc2nc3ccccc3[nH]2)o1)c1ccncc1 | -13.6 | 15.6 | -0.5 | 8.9 | -18.5 | -14.3 | -6.3 | 0.9 | -14.3 | 3.4
Carrying on:
SMILES | aSyn 5UTR inh | Platelet DG rel | HIF activator | AI-2 QS modul | HSF-1 act | HSF1 inhib | HSP90 inh | IEC-6 tox | KLF5 inhibitor | HDAC3 inhib
Cn1c2c(c(=O)c3ccccc31)CCCC2 | -10.4 | -1.2 | 0.6 | 11.2 | -3.0 | 0.7 | 0.3 | -0.1 | -12.4 | -6.7
Cc1cccc(N=C2NC(=O)/C(=C/c3cccs3)S2)c1 | -34.6 | -2.3 | 0.1 | 12.2 | 12.1 | 18.5 | -6.3 | 6.8 | -20.4 | 3.3
COc1ccc(N(CC(=O)NC2CC3CCC2C3)S(=O)(=O)c2ccccc2)cc1OC (stereo not drawn) | 16.4 | 2.0 | 0.0 | 26.8 | -15.5 | -14.6 | -2.8 | 4.3 | 11.2 | 2.6
COc1ccc2cc3cc(C(=O)N4CCCCC4C)oc3nc2c1 (stereo not drawn) | -32.3 | 16.2 | 1.4 | 20.6 | -14.2 | -1.6 | -1.8 | 3.2 | -106.1 | -9.0
CC(C)(C)c1cc(C(=O)NCC(=O)OCC(=O)c2cccc([N+](=O)[O-])c2)cc(C(C)(C)C)c1 | 1.4 | -0.5 | -0.1 | 12.7 | 6.4 | 1.8 | -0.1 | -3.7 | -27.4 | 14.4
CCN(CC)c1ccc(NC(=S)NC(=O)c2cccs2)cc1 | -156.1 | -1.8 | 1.5 | 65.1 | 44.2 | 2.0 | -0.5 | 1.8 | -78.3 | 11.8
C=CCc1c(C)[nH]c(=S)c(C#N)c1C | 6.5 | 16.1 | -0.2 | 21.7 | 1.5 | -5.1 | 1.1 | -3.0 | 0.2 | 11.9
COc1ccc(-c2[nH]c(-c3ccc(F)cc3)nc2SCC(=O)NC2CCCC2)cc1 | -5.6 | 2.9 | -0.4 | 10.1 | 29.4 | 11.0 | -1.6 | 5.0 | -2.3 | 0.2
CC1(c2cc([N+](=O)[O-])cc([N+](=O)[O-])c2)CC(C)(C)N(C(=O)c2ccccc2)c2ccccc21 (stereo not drawn) | -4.0 | 1.7 | -0.9 | 21.4 | -8.9 | -6.4 | 0.7 | 2.5 | -1.4 | -1.7
CC(=O)Nc1ccc(NC(=O)C(C)OC(=O)/C=C/c2cn(-c3ccccc3)nc2-c2cccnc2)cc1 (stereo not drawn) | 15.2 | -2.5 | -3.5 | 28.4 | 7.1 | 8.1 | -2.5 | 0.4 | -15.2 | -5.9
O=C(CSc1nnc(Cn2nnc3ccccc32)o1)Nc1cccc(Cl)c1 | 10.4 | -0.8 | -1.2 | 21.1 | -0.6 | -5.1 | 3.3 | -6.3 | -0.6 | 5.6
CCCn1c(CN2CCN(C(C)=O)CC2)nc2cc(S(=O)(=O)N(C)C)ccc21 | -6.8 | -2.3 | -30.0 | 28.8 | 6.0 | -12.8 | 0.7 | 7.9 | -6.4 | -2.2
O=C(NC(Cc1c[nH]c2ccccc12)C(=O)O)/C(=C/c1ccc2c(c1)OCO2)NC(=O)c1ccccc1 (stereo not drawn) | -3.1 | 5.6 | 0.0 | 12.9 | 27.6 | -0.6 | 0.7 | -4.1 | -9.5 | .
CCc1noc(C)c1C(=O)Nc1nc(-c2ccc(F)cc2)c(C)s1 | -0.2 | -4.0 | -0.1 | 23.8 | -1.3 | 2.2 | -0.3 | -1.5 | -0.2 | 0.3
CCOC(=O)c1cn(C2CC2)c2c(F)c(F)c(F)cc2c1=O | -16.3 | -4.2 | -1.4 | -9.2 | 0.8 | -4.2 | -2.6 | -4.1 | -3.5 | 2.6
CC(=O)Nc1ccc(NC(=O)C(C)OC(=O)c2oc3ccccc3c2C)cc1 (stereo not drawn) | -16.2 | 4.0 | -1.0 | 5.6 | -5.5 | -3.7 | . | . | . | -1.4
COc1ccc(CNC(=O)CCc2nc(-c3ccccc3F)no2)c(OC)c1 | 6.2 | -4.7 | -0.4 | 30.1 | 0.5 | 2.6 | 0.5 | -0.1 | 0.1 | -0.2
O=C(C1CCC(=O)N(C2CC2)C1)N1CCC(Oc2ccccc2F)CC1 (stereo not drawn) | -1.4 | 7.6 | 0.3 | 20.9 | 3.2 | 2.4 | -4.5 | 1.8 | -12.9 | -0.5
CC(=O)n1nc2nc(C)cc(C)c2c1N | 17.1 | 12.8 | 1.0 | 7.5 | -13.0 | 7.4 | -1.8 | 1.5 | -17.6 | 0.8
Brc1ccc(C2NCCS2)cc1 (stereo not drawn) | . | . | . | 1.2 | . | . | -2.8 | -3.3 | -23.7 | -3.1
COCCn1c(SCC(=O)Nc2nnc(C)s2)nnc1-c1c[nH]c2ccccc12 | -37.6 | 2.5 | -0.3 | 21.8 | 0.7 | -7.5 | -0.6 | -2.0 | -8.2 | 1.5
COc1ccc(CC(=O)Nc2nc(C)cs2)cc1OC | . | . | . | . | . | . | -2.4 | -2.7 | -13.3 | 1.8
O=C1c2cccnc2C(=O)N1Cc1ccccc1 | 10.0 | 0.1 | 0.0 | 15.3 | -6.2 | -5.1 | -3.6 | -0.2 | 5.7 | 2.3
C[n+]1ccccc1/C=C/c1cc(Br)ccc1O | 10.9 | 13.0 | -0.1 | 16.3 | 44.2 | 7.6 | 1.7 | -2.2 | -9.9 | 6.9
COC(=O)c1sccc1NC(=O)c1cccc(F)c1 | -10.9 | 4.3 | -0.7 | 13.1 | -13.2 | -8.6 | . | . | . | 2.8
O=c1[nH]c(C2CCN(S(=O)(=O)c3ccccc3)CC2)nc2c1nnn2Cc1cccc(Cl)c1 | 17.2 | -22.7 | 0.3 | -8.4 | -0.4 | -6.3 | 7.6 | -2.9 | 7.8 | 4.8
CCCNC(=O)c1ccc(COc2cccc3ccccc23)o1 | 11.1 | 1.6 | -1.4 | 7.7 | 7.7 | -0.3 | 2.9 | 2.8 | -25.3 | 0.9

Source: PubChem (several laboratories)
